Assay outcomes (PubChem)
hcGAS lum – human cGAS inhibition. recombinant h-cGAS, ATP depletion, Kinase-Glo luminescence. inhibition, % at 12.5 µM. 0.081% of 290,000 active. AID 1259398;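 also: 0% = vehicle reaction and 100% = reaction without DNA for no activity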
Target sequence (Q8N884 whole entry, looked up): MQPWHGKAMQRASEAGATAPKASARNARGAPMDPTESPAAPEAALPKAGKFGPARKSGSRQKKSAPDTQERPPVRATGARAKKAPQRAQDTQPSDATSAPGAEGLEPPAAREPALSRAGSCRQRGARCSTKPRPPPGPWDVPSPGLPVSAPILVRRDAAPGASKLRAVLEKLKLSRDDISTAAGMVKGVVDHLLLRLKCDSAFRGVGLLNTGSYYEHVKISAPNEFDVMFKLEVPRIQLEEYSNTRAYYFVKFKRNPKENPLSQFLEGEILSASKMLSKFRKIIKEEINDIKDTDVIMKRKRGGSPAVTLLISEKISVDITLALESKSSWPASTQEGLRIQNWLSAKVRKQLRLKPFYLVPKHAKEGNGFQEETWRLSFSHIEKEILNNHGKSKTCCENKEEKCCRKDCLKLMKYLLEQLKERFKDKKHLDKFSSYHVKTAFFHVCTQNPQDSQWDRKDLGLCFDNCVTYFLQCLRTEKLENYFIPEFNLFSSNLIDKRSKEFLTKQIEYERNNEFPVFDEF
NPYLR7 ag – mosquito NPYLR7 agonism; HEK293T NPYLR7/Galpha15, GCaMP6s calcium fluorescence; activation, % at 10 µM; 0.15% of 270,000 active; AID 1259423; in the data active = activation above about 40%;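 also: 0% = vehicle and 100% = reference agonist at the receptor; some compounds past the cut are filed as inactive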
mcGAS lum – blocks mouse cGAS activity; inhibition, % at 12.5 µM; recombinant cGAS, Kinase-Glo ATP depletion luminescence; AID 1259399; 0.15% of 160,000 active; Q8C6L5;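 also: 0% = negative control wells and 100% = reference inhibitor with no enzyme activity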
The depositor's hits bear a star; / = not tested or not shown; & = joins results of further samples. Rule as the data show it, unless noted: active = inhibition above about 40%; inactive = the rest. Rows are unselected. About 0.29% of those tested had a hit in this group.

Structure	hcGAS lum	NPYLR7 ag	mcGAS lum
COc1ccc2[nH]c3c(c2c1)CCOC31CCN(C(=O)NC(C)C)CC1	-5	16	-4
O=C(Nc1cccc(C2SCC(=O)N2c2ccc3c(c2)OCO3)c1)c1ccc(Cl)cc1Cl (stereo not given)	-8	/	-7
Cc1[nH][nH]c(=O)c1C(c1cc(Br)ccc1O)c1c(C)[nH][nH]c1=O	-9	11	-3
O=c1oc2c3c(ccc2cc1-c1ccccc1)OCN(C1CC1)C3	9	13	6
O=C(NC(C(=O)N/N=C\c1ccc(Cl)c(Cl)c1)c1n[nH]c(=O)c2ccccc12)c1ccccc1 (stereo not given)	-5	-9	-5
COCc1cc(C)nc(NN=Cc2ccc(OCc3ccc([N+](=O)[O-])cc3)cc2)c1C#N	2	17	/
O=[N+]([O-])c1ccc(C2c3cccn3CCCN2Cc2ccc(Cl)cc2)cc1 (stereo not given)	-9	21	-8
CCc1[nH]c2c(CNC(=O)C(C)Cn3cccn3)cc(C)cc2c1C (stereo not given)	-3	/	-13
CCNC(=O)N1CCCCCC1c1nc(C2CC2)no1 (stereo not given)	-8	/	-5
CCN(CC)CCSc1nc(O)c(C(C)C)c(=O)[nH]1	-5	0	/
C=C(C)Cn1c(SCC(=O)N/N=C\c2cccn2C)nnc1-c1ccc(Br)cc1	-2	-7	/
CC(C)C(NC(=O)COC(=O)c1ccc(F)c(F)c1)c1ccccc1 (stereo not given)	-6	9	/

Structure	hcGAS lum	NPYLR7 ag	mcGAS lum
Cn1nc(C(F)(F)F)cc1C(=O)N1CCCC(O)(CO)CC1 (stereo not given)	-12	3	-8
COc1ccc(-c2c(NCc3ccccc3)oc3c2c(=O)n(C)c(=O)n3C)cc1OC	-6	-4	-8
Clc1ccccc1CNCC#Cc1ccccc1	2	14	/
CC(C)S(=O)(=O)c1cccc(C(=O)Nc2onc3c2CCC3)c1	-9	11	-7
Cn1c(C(=O)O)ccc1-c1ccccc1Br	3	-6	/
COc1cccc(C(=O)N(Cc2c(-c3cccc(C)c3)noc2N2CCOCC2)CC2CCCO2)c1 (stereo not given)	-2	6	-4
C#CCn1c(=NC(=O)c2ccc(S(C)(=O)=O)cc2)sc2cccc(F)c21	-8	8	/
NC(=O)CSc1cn(CCNC(=O)c2ccccc2F)c2ccccc12	-7	-1	/
COC(=O)C1(C(=O)NCCc2cn(Cc3ccccn3)c3ccccc23)CC1	-7	-7	-4
CC(C)N(C(=O)COC(=O)C12CC3CC(CC(Br)(C3)C1)C2)C(C)C	-7	5	/
CC1CN(c2cc(Oc3cccc(Cl)c3)ncn2)CCN1C(=O)/C=C/c1ccccc1 (stereo not given)	-8	7	-4
CC(C)CCN1CCN(c2nc3c(c(=O)[nH]c(=O)n3C)n2Cc2cccc3ccccc23)CC1	-9	7	-4

Structure	hcGAS lum	NPYLR7 ag	mcGAS lum
O=C(c1ccccc1Cl)N1CCCC(N2CCN(c3ccccc3F)CC2)C1 (stereo not given)	-3	1	/
c1csc(-c2nccn2Cc2ccc3nsnc3c2)c1	-4	1	/
Cc1cc(C)nc(NC(=O)CN2CCN(c3ccc(C(C)C)cc3)C2=O)n1	-6	-3	/
Cc1nccn1-c1cc(NCCNC(=O)c2cccc(C(F)(F)F)c2)ncn1	-5	-16	-10
O=C(NCCS(=O)(=O)N1CCCC1)c1cccc(Cn2cccn2)c1	-6	3	/
Cc1ncsc1C(=O)Nc1ccccc1S(=O)(=O)C(C)C	-4	7	-16
CC(C)c1ncc(C(=O)NCc2cccnc2Oc2ccccc2)cn1	4	/	3
COc1ccc(N(CC(=O)N2CCCCCC2)S(=O)(=O)c2ccccc2[N+](=O)[O-])c(OC)c1	0	0	/
COC(=O)C(NC1CSCCSC1)c1cccc(C)c1 (stereo not given)	-2	4	-10
C=CCN(CC=C)C(=O)CN1C(=O)NC2(CCC(CC)CC2)C1=O (stereo not given)	-6	-2	-8
COc1ccccc1CN(C)CCC(=O)Nc1ccnn1C1CCCC1	-2	-1	/
Cc1c(C(=O)NCCCN2CCOCC2)cnc2c(-c3ccc(F)cc3)cnn12	-7	18	-8

Structure	hcGAS lum	NPYLR7 ag	mcGAS lum
CN(CC1COc2ccccc2O1)C(=O)c1cn(Cc2ccccc2Cl)nn1 (stereo not given)	-9	14	/
C=CCOCC(O)CN(Cc1cccc(OC)c1)Cc1ccco1 (stereo not given)	-4	25	-4
COc1ccc(C(C)=O)c(O)c1	-1	-9	-3
COc1ccccc1-n1c(CNC(=O)c2ccc(-c3ccccc3)cc2)nnc1SCC(=O)Nc1nnc(C)s1	-6	-6	/
COc1ccc(C)cc1NC(=O)c1c(C)c(C)c(C)n1Cc1cccc(F)c1	1	-3	0
CCc1nn(C(CC)C(=O)NC2CCCC2)c(=O)c2cc3oc(C)cc3n12 (stereo not given)	-7	2	-4
COCCCN(Cc1ccc(C(O)(c2cccs2)c2cccs2)o1)Cc1ccccc1OC	-9	15	-4
O=C(CSc1nc2ccccc2n1Cc1ccccc1)N=Nc1c(O)[nH]c2ccccc12	3	-16	-2
Cc1ccc(C)c(OC(C)C(=O)NCCNS(C)(=O)=O)c1 (stereo not given)	0	3	/
CCc1nc2n(n1)CCCC2NC(=O)C(C)Oc1cccc(C(C)C)c1 (stereo not given)	-1	-1	-9
Cc1nc2ncccn2c1C(=O)N1CCCC2(CC1)CN(C)C(=O)O2 (stereo not given)	-5	9	/
O=C1Nc2cc(Cl)ccc2C1(O)C(F)(F)F (stereo not given)	-1	3	/

Structure	hcGAS lum	NPYLR7 ag	mcGAS lum
C=CCn1c(CSc2nc3sc4c(c3c(=O)[nH]2)CCCC4)n[nH]c1=S	10	1	/
CC(=O)O[C@@H](C)C(=O)N1CCN(c2c(-c3ccccc3)cnc3ncnn23)CC1	-5	/	-7
CCC(C)N(Cc1c(-c2ccccc2)noc1N1CCOCC1)C(=O)c1cccc(OC)c1 (stereo not given)	1	5	-1
COc1cc2c(cc1CN1CCCN(CC3CC3)C(C(C)C)C1)OCO2 (stereo not given)	-8	0	/
CCN(CC)C(=O)C1CCCN(C(=O)c2cc(COc3cccc(OC)c3)on2)C1 (stereo not given)	-4	-2	-6
CCCn1c(N2CCN(Cc3cc(C)ccc3C)CC2)nc2c1c(=O)[nH]c(=O)n2C	-10	-1	-5
Cc1ccc(Nc2nnc(-c3cc4cc(Br)ccc4oc3=O)s2)cc1	3	2	0
CC(N)=C(C#N)C(=O)Cn1ncc(Cl)c(Cl)c1=O	3	0	1
c1csc(C2CCCN2c2ncnc3c2oc2ccccc23)c1 (stereo not given)	1	0	-2
CCOC(=O)c1c(-c2ccc(C)o2)csc1NC(=O)c1ccc2c(c1)OCCO2	3	-5	1
CC(C)CC(Cc1cccc(Br)c1)C(=O)NCC(=O)N1CCCCC1 (stereo not given)	-6	-1	/
COc1ccccc1-c1cc(CC(C)C)nc(C#N)c1N	7	-4	/

Brought forward from above: 2 entries; new compounds follow.
Structure	hcGAS lum	NPYLR7 ag	mcGAS lum
CC(C)CC(Cc1cccc(Br)c1)C(=O)NCC(=O)N1CCCCC1 (stereo not given)	-6	-1	/
COc1ccccc1-c1cc(CC(C)C)nc(C#N)c1N	7	-4	/
COc1cc2nc(CSc3nnc(C4CC4)n3C3CC3)[nH]c(=O)c2cc1OC	5&-12	-4&24	-7
COC(=O)C1=C(C)N(C)C(C)=C(C(=O)OC)C1c1ccc(Cl)c([N+](=O)[O-])c1	-1	1	-5
CCCCc1ncc(CN2CCN(C(=O)c3ccccc3OC)CC2)[nH]1	-7	5	-11
CN(Cc1ccccc1)C(=O)Cn1cnc2ccc(Cl)cc2c1=O	-9	23	/
Cc1ccc(-n2c(SCc3ccc(C(=O)N4CCCC4)cc3)nnc2-c2ccc([N+](=O)[O-])cc2)cc1	4	-14	2
c1ccc(C(c2ccccc2)c2noc(CN3CCC(c4ccncc4)CC3)n2)cc1	0	2	-7
Cc1ccc(NC(=O)CCC(=O)N2CCc3ccccc3C2)cc1	-1	0	/
COc1ccc(NC(=O)Cn2c3ccc(F)cc3c3ncn(Cc4ccccc4)c(=O)c32)cc1OC	0	-1	-1
Cc1cc(C(=O)N(C)Cc2ccccn2)ccc1NC(=O)c1ccco1	0	17	-17
Cc1ccc(-n2nc(-c3ccccc3)cc2C(=O)NCc2cccc(C(F)(F)F)c2)c(C)c1	-10	-5	-5
COC(=O)NC1CCN(c2ccccc2C(=O)N2CCN(c3ccc(Cl)cc3)CC2)CC1	-1	-3	/
CC(C)(C)c1ccc(C2SCCN2C(=O)c2cccc(C(F)(F)F)c2)cc1 (stereo not given)	-2	5	-2

Structure	hcGAS lum	NPYLR7 ag	mcGAS lum
C#CCN(CC(=O)NCc1ccc(C)c(F)c1)c1nccs1	-10	-2	-17
COc1ccc(C)cc1NC(=O)N1CCc2nc(C)n(C)c(=O)c2CC1	-4	/	-8
CC(C)=CCc1c(O)cc2oc(C)cc(=O)c2c1O	-5	/	-5
Cc1c(C(=O)OCc2ccccc2Cl)nnn1-c1ccccc1	-2	-13	-5
COc1ccc(CN(Cc2nc(C(=O)NC(C)C)co2)C(C)c2ccccc2)c(OC)c1 (stereo not given)	5	1	-2
CCOC(=O)c1cccnc1Oc1cccc(NC(=O)CSc2ccc(C(F)(F)F)cn2)c1	-1	12	0
N#Cc1ccc(I)c(C(F)(F)F)c1	-10	2	/
CCOC(=O)C1CCN(C(=O)c2ccc(CSc3nc(COC)cc(N4CCN(c5ccc(OC)cc5)CC4)n3)cc2)CC1	-1	1	-5
Cc1cc(O)c(C(c2cccnc2)c2c(O)cc(C)n(C)c2=O)c(=O)n1C	-7	5	-6
CCNC(=O)N(Cc1cccc(C(F)(F)F)c1)CC1CC(c2ccc(N(C)C)cc2)=NO1 (stereo not given)	-11	23	-11
CCc1sc(-c2nnc(COc3ccc([N+](=O)[O-])cc3)o2)cc1C	-1	9	-9
Cc1ccccc1S(=O)(=O)NC(=O)C1(c2cccc(Cl)c2)CC1	-4	8	/

Structure	hcGAS lum	NPYLR7 ag	mcGAS lum
O=S(=O)(C1=Cc2ccccc2CC1)N1CCN(Cc2nc3ccccc3s2)CC1	-9	0	-7
CC(C)n1cnnc1CN(C)CC(C)(C)CN1CCOCC1	-10	/	-7
CCOc1ccc(C(=O)Nc2cc(OC)ccc2OC)cc1[N+](=O)[O-]	-5	-7	-5
CCc1ccc2nc(N3CC[C@H](CO)[C@@H](O)C3)cc(C)c2c1	-4	0	-15
Cc1cc(C(=O)N2CCC2(C)C(=O)O)ccc1F (stereo not given)	-5	0	/
COc1ccc(-n2c(SCc3ccc(C(=O)Nc4ccc(OC)c(OC)c4)cc3)nnc2-c2cccc(OC)c2)cc1	-3	14	-5
CCc1noc(CC)c1CNC(=O)Nc1ccc2nc(C)oc2c1	-6	2	-15
Cc1cc(C(=O)Nc2ccccc2Sc2c(C)n[nH]c2C)n[nH]1	-5	-5	-13
C=CCOC(CN1CCN(C(=O)CCCC(=O)OC)CC1)c1cccc(OC)c1 (stereo not given)	-5	/	-6
CC1CCCC(NC(=O)CCc2nc3cc(S(=O)(=O)N(C)C)ccc3n2C)C1C (stereo not given)	-1	0	-6
COCCC(=O)N1CCC(Oc2ccc(C(=O)N(C)Cc3ccsc3)cc2)CC1	-5	18	/
CN1CCCN(Cc2cnc3c(-c4ccccc4)cnn3c2)CC1	0	0	/

As a short view, some entries already given:
Structure	hcGAS lum	NPYLR7 ag	mcGAS lum
CCOC(=O)C1CCN(C(=O)c2ccc(CSc3nc(COC)cc(N4CCN(c5ccc(OC)cc5)CC4)n3)cc2)CC1	-1	1	-5
Cc1cc(O)c(C(c2cccnc2)c2c(O)cc(C)n(C)c2=O)c(=O)n1C	-7	5	-6
CCNC(=O)N(Cc1cccc(C(F)(F)F)c1)CC1CC(c2ccc(N(C)C)cc2)=NO1 (stereo not given)	-11	23	-11
CCc1sc(-c2nnc(COc3ccc([N+](=O)[O-])cc3)o2)cc1C	-1	9	-9

Next records follow.
Structure	hcGAS lum	NPYLR7 ag	mcGAS lum
O=C(O)c1cccc(CC2CCN(Cc3ncc[nH]3)C2)c1 (stereo not given)	-6	7	-12
COCCNC(=O)c1cc(NC(=O)Nc2ccccc2Br)ccc1N1CCCC1	-4	-1	-5
Cc1cc(NC(=O)Cn2nc(C)c3cnn(-c4ccccc4)c3c2=O)no1	-5	3	/
CN1CCN(C(=O)c2cccc(Nc3c(Oc4cccc(C(F)(F)F)c4)cnn(C)c3=O)c2)CC1	1	3	-3
CCOC(=O)C1CCCN(C(=O)C(Cc2ccccc2)N2CC3=C(C2=O)C(c2cccc(Oc4ccccc4)c2)NC(=O)N3C)C1 (stereo not given)	3	/	2
O=C1CCC([N+](=O)[O-])C(c2cccc(OCc3ccccc3)c2)N1 (stereo not given)	-6	-11	/
CS(=O)(=O)N1CCC(c2nn(CC(=O)N3CCc4ccccc43)c(=O)n2-c2cccs2)CC1	-4	-6	-6
CC1CCN(C(=O)CSc2nnc(-c3cccnc3)n2-c2cccc(Cl)c2)CC1	-4	/	-8
C[C@@H](NC(=O)CN1Cc2ccc(Nc3cccc(F)c3)nc2C1=O)c1ccccc1	-9	9	/
CC1(C)C2(C(=O)N3CCC(n4c(=O)oc5ccc(F)cc54)CC3)CC[C@@]1(C)C(=O)O2	-4	22	-5
COCCN(CC(=O)N(Cc1ccc2c(c1)OCO2)Cc1ccc(C)o1)C(=O)Nc1ccccc1C	-17	-4	-7
CC(C)CN(C)CCCN1CC2(CCN(C(=O)c3n[nH]c4c3CCC4)CC2)OC1=O	-12	/	-5
CCN1CCN(c2ncnc3sc4c(c23)CCCCC4)CC1	-4	4	/
